Screening data as filed in PubChem BioAssay.
CHO parental Ca: counter-screen for OX1R antagonists: effect in parental CHO cells; parental CHO-K1, ATP-induced calcium, Fluo-8 fluorescence; inhibition, % at 5.6 µM; 330,000 compounds, 0.63% hits; AID 463079;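 active = inhibition above that plate's mean sample inhibition plus 3 SD, cut at about 26% in these data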;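 note: 0% = ATP-challenged DMSO wells and 100% = DMSO wells without ATP; some compounds past the cut are filed as inactive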
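Material: Parental CHO cells | Reagent: ATP | Compound dosing: Single nominal dose of 5.6 µM per compound | Detection: Intracellular calcium via Fluo-8 no-wash fluorescent dye | Read-out: % inhibition of ATP-induced calcium mobilization | Benchmarks: Low control ATP plus DMSO, high control DMSO only | Replicates: Singlicate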
CHRM1 PAM: positive allosteric modulators of human M1 muscarinic receptor; P11229; CHO-K1 hM1, Fluo-8 calcium fluorescence, ACh EC20; 0% = ACh EC20, 100% = maximal ACh; activation, % at 3 µM; 360,000 compounds, 0.088% hits; AID 588819; in the data active = activation above about 19%, passing the limit was not always enough
CHRM1 agonist: human M1 muscarinic receptor agonism; 360,000 compounds, 0.33% hits; P11229; CHO-K1 hM1, Fluo-8 calcium fluorescence, agonist mode; 0% DMSO, 100% acetylcholine EC100; AID 588814; activation, % at 3 µM;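 active = activation above the run's mean compound activation plus 3 SD, cut at about 16% in these data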;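 note: peak over basal fluorescence ratio within a 140 s kinetic read after compound addition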
TAAR1 antag: antagonists of human TAAR1 | Q96RJ0 | CHO RD-HGA16 TAAR1, Fluo-8 calcium fluorescence, antagonist | inhibition, % at 3 µM | 360,000 compounds, 1.5% hits | AID 624466;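 active = inhibition above a per-plate cutoff, the mean inhibition of test compounds on that plate plus 3 SD, cut at about 49% in these data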;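 note: 0% = DMSO plus EC80 beta-PEA response and 100% = DMSO alone without agonist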
Target sequence (Q96RJ0 whole entry, looked up): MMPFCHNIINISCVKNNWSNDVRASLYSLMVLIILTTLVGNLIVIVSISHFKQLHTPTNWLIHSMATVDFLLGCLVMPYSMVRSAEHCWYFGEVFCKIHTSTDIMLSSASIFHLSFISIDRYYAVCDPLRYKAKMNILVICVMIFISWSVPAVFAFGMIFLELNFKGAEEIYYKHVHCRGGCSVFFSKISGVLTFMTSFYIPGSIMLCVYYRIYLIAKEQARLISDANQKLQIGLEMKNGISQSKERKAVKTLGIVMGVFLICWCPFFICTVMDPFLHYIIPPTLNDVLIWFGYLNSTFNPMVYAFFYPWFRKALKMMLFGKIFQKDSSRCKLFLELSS
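Test system: CHO RD-HGA16 cells bearing hTAAR1 | Reagent: β-PEA, EC80 | Compound dosing: 3 µM, single point | Schedule: Dye loading 75 min at 37 °C, then 30 min room temperature | Signal: Calcium fluorescence with Fluo-8 | Evaluation: Percent inhibition of PEA-evoked calcium signal, max/basal emission ratio | Control set: DMSO-only wells and EC80 β-PEA-stimulated wells | Repeats: Singlicate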
V1aR counter: V1a receptor agonism, counter-screen for OXTR agonists; CHO-V1R cells, Fluo-8 calcium fluorescence, agonist mode; 0% DMSO, 100% 3 nM vasopressin; activation, % at 3 µM; 320,000 compounds, 0.25% hits; AID 2797;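 active = activation above the mean activation of all tested compounds plus 3 SD, per screening run, cut at about 20% in these data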;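 note: signal is peak over basal fluorescence ratio across a 100 second FLIPR read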
Target sequence (P37288 whole entry, looked up): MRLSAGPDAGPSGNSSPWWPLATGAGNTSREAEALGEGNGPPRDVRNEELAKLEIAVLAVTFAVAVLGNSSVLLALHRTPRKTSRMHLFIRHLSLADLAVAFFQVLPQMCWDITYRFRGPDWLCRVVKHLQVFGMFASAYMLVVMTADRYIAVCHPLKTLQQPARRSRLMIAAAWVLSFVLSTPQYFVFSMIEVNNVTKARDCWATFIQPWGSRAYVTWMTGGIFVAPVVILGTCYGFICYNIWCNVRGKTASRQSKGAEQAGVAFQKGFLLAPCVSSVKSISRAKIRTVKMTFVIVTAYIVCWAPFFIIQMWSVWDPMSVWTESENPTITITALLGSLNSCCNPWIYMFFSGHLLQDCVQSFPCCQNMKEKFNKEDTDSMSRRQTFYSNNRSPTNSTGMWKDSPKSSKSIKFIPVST
TAAR1 ag: human TAAR1 agonism. 360,000 compounds, 0.99% hits. CHO RD-HGA16 TAAR1, Fluo-8 calcium fluorescence; vehicle wells 0%, saturating PEA agonist 100%. activation, % at 3 µM. Q96RJ0;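 active = activation above the mean activation of all test compounds in the run plus 3 SD, cut at about 38% in these data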
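Assay system – CHO-derived RD-HGA16 cells with stable Gα16 and human TAAR1 · Compound dosing – one-point dosing at 3 µM (nominal) · Incubation – 17-24 h seeding, 75 min 37 °C dye, 30 min RT · Measured by – kinetic Fluo-8 calcium fluorescence · Control set – DMSO vehicle as 0%, PEA at EC100 as 100% · Repeats – single well for each compound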
OXTR potentiate: human OXTR potentiation; P30559; CHO-OTR cells, Fluo-8 calcium fluorescence, potentiator mode; 0% = oxytocin EC15, 100% = EC100; activation, % at 3 µM; 320,000 compounds, 0.061% hits; AID 2445;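 active = activation above that plate's cutoff, the mean activation of tested compounds plus 3 SD, cut at about 6.6% in these data, passing the limit was not always enough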;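 note: 100% uses oxytocin at 75 nM as the full agonist control; some results filed as inactive read as strong as hits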
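Assay system: CHO cell line stably expressing human OTR. Reagent: EC15 oxytocin agonist. Dosing: single dose, 3.0 µM nominal final compound concentration. Timing: compound 6 min at room temperature before oxytocin, 100 s read. Signal: kinetic Fluo-8 calcium fluorescence. Controls: oxytocin EC15 low and EC100 high.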
M1 antag: blocks human M1 muscarinic receptor. AID 588852. 360,000 compounds, 1.3% hits. inhibition, % at 3 µM. CHO-K1 hM1, Fluo-8 calcium fluorescence, ACh EC80 antagonist. P11229;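 active = percent inhibition above its own plate's cutoff, namely the mean of that plate's compound wells plus 3 SD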;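 note: peak over basal fluorescence ratio during 140 s after agonist addition; 0% = ACh EC80 plus DMSO and 100% = DMSO alone without agonist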
OXTR agonist: agonists of human oxytocin receptor; CHO-OTR cells, Fluo-8 calcium fluorescence; normalized: DMSO 0%, oxytocin 100%; activation, % at 3 µM; 320,000 compounds, 0.32% hits; AID 2435;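 active = activation above the mean of all tested compounds plus 3 SD, cutoff set per screening run, cut at about 20% in these data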;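 note: peak over basal fluorescence ratio from a 100 s FLIPR kinetic read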
* hit, by the source's call; / = not tested or not shown.

SMILES	CHO parental Ca	CHRM1 PAM	CHRM1 agonist	TAAR1 antag	V1aR counter	TAAR1 ag	OXTR potentiate	M1 antag	OXTR agonist
O=S(=O)(c1ccccc1)C1CC1(c1ccccc1)c1ccccc1 (configuration not stated)	/	-6	-8	-2	/	-1	/	-3	/
Cc1nn(-c2ccc(F)cc2)c(Cl)c1/C=N/NC(=O)c1cccs1	-15	12	4	3	-0.3	2	3	-12	-1.1
CSc1cccc(NS(=O)(=O)c2cc(Br)cnc2N)c1	-28	-24	-6	-9	0.5	5	-4	63*	0.8
OCc1ccnc2c(O)cccc12	1	8	2	-2	-0.1	2	-16	-11	0.2
CCOc1ccc(NC(=O)CN(C)C(=O)c2ccccc2SCC(=O)N2CCCC2)cc1OCC	-19	1	-4	10	0.1	5	-7	6	0.0
COc1cccc(C(=O)NNC(=O)C(=O)Nc2ccc(OC)cc2OC)c1	-8	4	-4	-10	2.1	0	-9	0	-0.1
Cc1ccc(N(C(=O)Cn2nnc(-c3cccs3)n2)C(C(=O)NC2CCCC2)c2ccncc2)cc1 (configuration not stated)	-12	3	-2	-2	-0.1	0	9	-7	-0.4
CC(C)c1ccc(O)c(=O)cc1	/	-9	0	-7	/	1	/	3	/
Cc1cc(NC(=O)C2C3C(=O)N(c4cccnc4)C(C(=O)NC(C)(C)C)C34C=CC2(C)O4)no1 (configuration not stated)	-2	3	-4	-10	0.3	1	-3	-3	0.9
CC(=O)OCCc1c2ccccc2c(CCCN(C)C)c2ccccc12	-8	-4	-4	10	1.3	4	5	2	0.9
Cc1ccc(-n2nc(C)c3c2OC(N)=C(C#N)C3c2ccccc2F)cc1 (configuration not stated)	-5	10	1	44	2.8	9	7	-11	-1.0
CCN(CC(=O)Nc1cccc(S(=O)(=O)N(C)c2ccccc2)c1)Cc1ccccc1	15	-9	-6	16	3.6	3	-8	5	-0.9
C[C@H](CO)N1C[C@H](C)[C@H](CN(C)Cc2ccccc2)Oc2ccc(NC(=O)Nc3ccc(F)cc3)cc2C1=O	-26	-2	-11	-14	0.0	13	7	-2	0.2
Cn1c(=O)c(C(=O)CSc2nncs2)c(N)n(Cc2ccccc2)c1=O	-5	5	-7	-14	2.5	12	-1	1	3.1
Cc1ccc2nc(-c3ccc(SCC(=O)Nc4ccc5c(c4)OCCO5)nc3)[nH]c2c1	-18	-7	-9	43	0.8	1	-7	6	-2.1
Nn1c(SCC(=O)Nc2ccccc2F)nc2ccccc2c1=O	-8	-14	-5	-1	6.9	13	-12	7	9.4
O=C(Nc1c2c(nn1-c1ccccc1)CS(=O)(=O)C2)c1cccs1	-7	17	5	-12	0.3	0	-5	-14	0.4
O=c1nc2n(c3ncccc13)CCCCC2	-4	-6	-6	1	-0.2	4	-8	13	-0.3
COc1ccc(CNC(=O)N[C@@H](CC(C)C)C(=O)O)cc1OC	-10	2	-1	-17	-0.8	1	2	-7	0.3
CCN(Cc1ccccc1)c1ccc(/C=C(\C#N)c2ccccn2)cc1	-24	7	-5	-4	0.8	4	-16	-14	0.3
CC(=O)Nc1ccc(NC(=O)C(=O)N/N=C/c2cccnc2)cc1	9	11	-2	-20	0.3	2	6	-12	0.8
C(=N\N1CCN(Cc2cccc3ccccc23)CC1)/c1cccs1	-19	11	-5	-34	-0.8	-1	0	-12	-2.3
C=CCn1c(COc2ccc(F)cc2)nnc1SCC(=O)Nc1cccc(S(N)(=O)=O)c1	-7	-5	-6	3	-0.6	2	-6	3	-1.0
O=C(C1CCN(Cc2ccc(Cl)cc2)CC1)N1CCN(C(c2ccccc2)c2ccccc2)CC1	-6	-27	-7	-6	1.1	2	-7	99*	-1.6
Cc1ccc(NC(=O)NNc2cccc(Cl)n2)cc1	-16	0	-3	-5	0.8	5	-6	-2	0.1
Cc1ccc(-c2noc(CSc3nc(N)cc(N)n3)n2)cc1	-2	-1	1	3	9.8	6	-7	6	13
CCNC(=O)Nc1ccc2c(c1)c(=O)n(C)n2Cc1ccc(Cl)cc1	/	8	0	-8	/	3	/	-13	/
COc1ccc(-c2cc(=O)oc3cc(OC(C)C(=O)NCC4CCC(C(=O)O)CC4)ccc23)cc1 (configuration not stated)	-1	-1	-2	-3	0.6	0	1	-3	-0.4
CC(C)CCC(CC(C)O)c1n[nH]c(=S)n1-c1ccccc1 (configuration not stated)	-5	5	-7	-9	-1.0	3	-4	-4	-1.2
O=[N+]([O-])c1ccc(N2CCN(CCO)CC2)cc1NCc1ccco1	-3	2	-11	-14	1.4	5	-2	3	1.2
CC(C)NC(=O)Cn1nc(C(F)(F)F)c2c1CCC2	-15	2	-5	-9	-0.9	0	-7	-5	-1.0
Cc1cccc(N(Cc2ccccc2)C(=O)c2cc(S(=O)(=O)N3CCOCC3)ccc2Cl)c1	-26	6	0	-50	1.1	-1	2	-13	-1.8
CCCCn1c(=N)n(CC(=O)C(C)(C)C)c2ccccc21	-19	-3	-6	-9	1.4	23	-3	2	-1.9
CCOC(=O)c1c(C#N)c(SCC(=O)Nc2ccc(OC)cc2)nc2c1CN(CC)CC2	-8	-1	-14	4	0.1	3	-4	-10	-0.8
COc1ccc(CCC(=O)NNC(=O)Nc2ccccc2Cl)cc1	/	6	0	-17	/	4	/	-2	/
COc1ccc(Oc2ncc(CN3CCN(c4ccccc4)CC3)s2)cc1	-14	-4	-4	10	1.6	1	-5	-4	-1.4
CN1CCN(/N=C/c2nc(-c3ccccc3Cl)n3ccccc23)CC1	1	6	-14	-14	-0.3	7	-5	-2	-0.5
Cc1ccc(/C=N/NC(=O)CSc2ccccn2)o1	-11	8	-2	-17	1.0	2	-9	-15	0.4
O=C(COc1ccccc1)NCCc1nc2ccccc2[nH]1	-4	0	-2	8	-0.8	9	-4	1	1.2
CCOc1cc(NC(=S)NCCCN2CCOCC2)c(OCC)cc1NC(=O)C1CCCCC1	-11	7	-4	-2	-1.4	2	-7	-4	-0.8
O=C(Oc1ccccc1Cl)c1ccccc1	/	7	-3	5	/	-2	/	-12	/
CC(C)(C)CC(C)(C)c1ccc(O)c(CN2CCN(CCC#N)CC2)c1	-17	5	-3	-7	-1.8	9	-13	-8	-1.6
Cc1cccc(N2CCN(S(=O)(=O)c3ccc4c(c3)CCCN4C(=O)C3CCC3)CC2C)c1 (configuration not stated)	-18	8	-3	5	-0.6	-2	-10	-1	-1.8
CCOC(=O)C1CCN(CCCSc2ccccc2)CC1	-12	-4	4	2	0.6	5	-6	6	0.9
Cn1nc([N+](=O)[O-])nc1Sc1ccc(Cl)cc1	-6	9	-12	-12	0.0	0	-8	0	-1.9
O=C(NN=C1CCCC1)NC1CCCCC1	-12	8	-7	6	0.3	1	-13	-7	-0.5
CCCOc1ccc(N2C(=O)CC(SCC(N)C(=O)OCC)C2=O)cc1 (configuration not stated)	-14	13	-3	17	1.1	2	3	-21	1.1
Cc1cc2cc(CN(Cc3ccco3)S(=O)(=O)c3c(C)ccc4nsnc34)c(=O)[nH]c2cc1C	-9	-1	-4	30	-0.4	1	-9	1	0.0
CC(OC(=O)c1ccc(S(=O)(=O)N2CCCCC2)cc1)C(=O)Nc1ccc(C(N)=O)cc1 (configuration not stated)	4	-2	-6	6	1.0	4	0	4	-0.3
COc1ccc(C(=O)COC(=O)C(CCSC)NC(=O)COc2ccccc2)cc1 (configuration not stated)	-3	9	-3	8	-0.9	0	-2	-11	-2.1
CCOC(=O)c1c(NC(=O)CN2CCCc3ccccc32)sc(C(C)=O)c1C	-14	8	-8	-3	-0.4	-1	-3	-6	-1.0
Cc1ccc(NC(=O)NCCN2CCN(C(=O)Nc3ccc(C)cc3)CC2)cc1	-18	1	-6	4	-0.4	3	-5	3	-0.1
COc1cc(/C=N/NC(=S)NCCN2CCOCC2)cc(OC)c1O	-9	1	-1	5	0.1	2	-8	8	-0.2
CCCc1ccc(-c2cc(N)n[nH]2)cc1	-21	2	-6	-9	-0.2	4	0	0	-0.7
COc1ccc(OCCN2CCC(C(=O)NC(c3ccccn3)c3ccccc3OC)CC2)cc1 (configuration not stated)	/	8	-8	-14	/	2	/	-11	/
COc1cc(/C=N/NC(=O)c2cccnc2)ccc1OC(=O)c1cc(OC)c(OC)c(OC)c1	-9	-4	1	44	6.4	13	-9	1	4.0
CCOC(=O)c1cc2c(ccn2C)n1Cc1ccccc1Cl	-16	-2	-3	-11	-0.9	14	-11	0	-2.4
CCOc1ccc(/C=C2\SC(=S)N(CCC(=O)Nc3ccc(C(=O)O)cc3)C2=O)cc1	-8	10	-1	-1	0.4	0	-4	-17	-0.6
CN1/C(=C\C=O)C(C)(C)c2ccccc21	6	-1	-4	8	0.7	2	-1	3	1.4
COc1ccc(OC)c(NC(=O)Cc2ccc(NC3=NC4CS(=O)(=O)CC4S3)cc2)c1 (configuration not stated)	0	2	-2	-8	0.1	1	0	-7	-0.7

A few values from the results shown:
Reading for CCOc1ccc(/C=C2\SC(=S)N(CCC(=O)Nc3ccc(C(=O)O)cc3)C2=O)cc1 in CHRM1 PAM: 10
Reading for COc1cc(/C=N/NC(=S)NCCN2CCOCC2)cc(OC)c1O in CHRM1 PAM: 1
Reading for Cn1nc([N+](=O)[O-])nc1Sc1ccc(Cl)cc1 in OXTR potentiate: -8

The main list resumes with the two entries that preceded the break.
SMILES	CHO parental Ca	CHRM1 PAM	CHRM1 agonist	TAAR1 antag	V1aR counter	TAAR1 ag	OXTR potentiate	M1 antag	OXTR agonist
CN1/C(=C\C=O)C(C)(C)c2ccccc21	6	-1	-4	8	0.7	2	-1	3	1.4
COc1ccc(OC)c(NC(=O)Cc2ccc(NC3=NC4CS(=O)(=O)CC4S3)cc2)c1 (configuration not stated)	0	2	-2	-8	0.1	1	0	-7	-0.7
COc1ccc(/C=C2\SC(=S)N(CCCC(=O)Nc3ccccn3)C2=O)cc1OC	-7	-4	-6	22	0.4	8	-11	3	-1.8
Cc1noc(C)c1COc1ccccc1C(=O)N1CCN(S(=O)(=O)c2ccccc2C(F)(F)F)CC1	-29	-2	-5	24	0.0	8	4	2	-0.4
O=C(CCc1nc2ccccc2[nH]1)NCc1ccc2c(c1)OCO2	-4	11	-4	-5	-0.8	5	2	-22	-0.3
Cc1ccc(S(=O)(=O)N2CCC(C(=O)NCc3ccncc3)CC2)cc1	-7	7	-6	4	-0.1	1	2	-9	0.3
